Screens as filed in PubChem.
ALDH1A1 inh: ALDH1A1 (human) enzyme inhibition | P00352 | Purified ALDH1A1, NADH fluorescence, propionaldehyde substrate | Potency, µM (titrated, usually from 75.3 µM), inactives show at the highest dose activity, negative = inhibition, most hits filed as inhibitors | hit rate 7.3% among 220,000; active = well fitted inhibition curve with a large enough effect, not every such curve was filed as active; inconclusive = small, poorly fitted or top-dose-only effect, or another doubt; inactive = no such curve, though single readings can be large or run the other way;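 also: plate controls were no enzyme wells and a reference inhibitor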
TR SRC2 fluor cs: counter-screen for TRb-SRC2 inhibitors: fluorescence interference; Potency, µM (series often up to 106 µM), for inactives: top-dose fluorescence change, negative = quenching; TRb/SRC2 Texas Red total fluorescence interference; hit rate 0.29% among 280,000; active = well fitted curve in either direction with a large enough effect; inconclusive = small, poorly fitted or top-dose-only effect; also: % is scaled to controls: 0 for no effect and ±100 for the full control effect
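Flags fluorescent or light-absorbing compounds by total fluorescence, S + 2P, at 555 nm excitation and 632 nm emission. Mixture: 20 nM Texas Red SRC2 peptide, 0.6 uM human TRb LBD, 1 uM T3, 5% DMSO; compound exposure 5 h at ambient temperature.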
JMJD2E inh: inhibitors of human JMJD2E histone demethylase; B2RXH2; JMJD2E catalytic domain, FDH-coupled NADH fluorescence (FDH is formaldehyde dehydrogenase); Potency, µM (highest dose often 57.1 µM), for inactives: at the highest dose activity change, negative = inhibition, hits mostly inhibitors; hit rate 1.6% among 230,000; AID 2147; active = well fitted inhibition curve with a large enough effect, not every such curve was filed as active; inconclusive = small, poorly fitted or top-dose-only effect, or another doubt; inactive = no such curve, though single readings can be large or run the other way;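 also: 0% = wells with enzyme and -100% = buffer wells without enzyme; nearly all actives have a fitted effect of over 50% in size; many of its hits are not listed in these tables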
Target sequence (B2RXH2 1-337 limits assumed): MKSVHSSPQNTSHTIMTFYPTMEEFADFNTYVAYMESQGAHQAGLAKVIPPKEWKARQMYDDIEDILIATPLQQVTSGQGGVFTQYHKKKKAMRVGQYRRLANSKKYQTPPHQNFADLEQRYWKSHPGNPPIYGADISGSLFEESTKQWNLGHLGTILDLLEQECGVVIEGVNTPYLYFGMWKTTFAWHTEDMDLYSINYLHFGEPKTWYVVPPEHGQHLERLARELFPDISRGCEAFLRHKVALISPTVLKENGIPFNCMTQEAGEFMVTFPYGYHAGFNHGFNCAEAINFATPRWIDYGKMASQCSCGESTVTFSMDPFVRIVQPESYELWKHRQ
TRb SRC2 PPI: TRbeta-SRC2 interaction inhibition; P10828; TRbeta-SRC2 peptide binding, fluorescence polarization; receptor liganded with 1 µM T3; Potency, µM (highest dose often 106 µM), without a hit: at the highest dose activity change, negative = inhibition, hits mostly inhibitors; hit rate 0.065% among 280,000; AID 1469;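 also: plate controls were bound peptide for no effect and peptide without receptor for full effect; nearly all actives have a fitted effect of over 50% in size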
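Read-out is fluorescence polarization (555 nm excitation, 632 nm emission) of a Texas Red SRC2 coactivator peptide; loss of signal reflects blocked binding to human TRb ligand-binding domain in the presence of 1 uM T3.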
RGS12 GoLoco inh: inhibitors of human Gai1-RGS12 GoLoco interaction (red fluorophore); P63096; Gai1:RGS12 GoLoco peptide FP, rhodamine, 10 min; Potency, µM (top dose mostly 61.6 µM), inactives show at the highest dose activity, negative = inhibition, usual class: inhibitors; hit rate 0.44% among 230,000; AID 880; active = well fitted inhibition curve with a large enough effect, not every such curve was filed as active; inactive = no such curve, though single readings can be large or run the other way; also: % is scaled to controls: 0 for no effect and ±100 for the full control effect; nearly all actives have a fitted effect of over 30% in size; many of its hits are not listed in these tables
LMNA splice mod: changes lamin A minigene splicing in HeLa cells; HeLa LMNA splicing GFP/RFP minigene ratio, 48 h; Potency, µM (top dose mostly 46.1 µM), inactives show at the highest dose ratio change, negative = inhibition, hits mostly inhibitors; hit rate 0.01% among 200,000; AID 1487; active = well fitted inhibition curve with a large enough effect in the signal ratio, with a control signal flat, not every such curve was filed as active; inconclusive = small, poorly fitted or top-dose-only effect, or effect the other way, or a change in a side signal; the % refers to the signal ratio; also: % is scaled to controls: 0 for no effect and ±100 for the full control effect
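S3 HeLa stable clones carrying a lamin A-EGFP splicing minigene plus DsRed2 were seeded at 600 cells/well in Opti-MEM with 2% FBS, pin-dosed and incubated 48 h at 37°C. Acumen cytometry (488 nm) gave the GFP/RFP total-intensity ratio.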
SMN2 splice enh: increases expression of the SMN2 splice variant; Potency, µM (titrated, usually from 46.1 µM), for the others: top-dose activity change, positive = activation, usual class: activators; hit rate 2.8% among 210,000; HEK293 SMN2-luciferase splicing reporter, luminescence, 30-36 h; also: % of control where 0% means no effect; nearly all actives have a fitted effect of over 55% in size
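HEK293 cells carry an SMN2 minigene-luciferase reporter in which exon 7 inclusion puts luciferase in frame. Cells were seeded at 2000 cells/well, attached for 10-12 hours, then exposed to compounds for 30-36 hours at 37C before ONE-Glo luminescence.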
RECQ1 helicase: inhibitors of human RECQ1 DNA helicase; AID 2549; Potency, µM (titrated, usually from 57.3 µM), for inactives: at the highest dose activity, negative = inhibition, usual class: inhibitors; RECQ1 DNA unwinding, red fluorescence kinetic read; P46063; hit rate 0.54% among 240,000;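 also: plate controls were vehicle for no effect and no enzyme for full effect; nearly all actives have a fitted effect of over 30% in size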
Target sequence (P46063 whole entry, looked up): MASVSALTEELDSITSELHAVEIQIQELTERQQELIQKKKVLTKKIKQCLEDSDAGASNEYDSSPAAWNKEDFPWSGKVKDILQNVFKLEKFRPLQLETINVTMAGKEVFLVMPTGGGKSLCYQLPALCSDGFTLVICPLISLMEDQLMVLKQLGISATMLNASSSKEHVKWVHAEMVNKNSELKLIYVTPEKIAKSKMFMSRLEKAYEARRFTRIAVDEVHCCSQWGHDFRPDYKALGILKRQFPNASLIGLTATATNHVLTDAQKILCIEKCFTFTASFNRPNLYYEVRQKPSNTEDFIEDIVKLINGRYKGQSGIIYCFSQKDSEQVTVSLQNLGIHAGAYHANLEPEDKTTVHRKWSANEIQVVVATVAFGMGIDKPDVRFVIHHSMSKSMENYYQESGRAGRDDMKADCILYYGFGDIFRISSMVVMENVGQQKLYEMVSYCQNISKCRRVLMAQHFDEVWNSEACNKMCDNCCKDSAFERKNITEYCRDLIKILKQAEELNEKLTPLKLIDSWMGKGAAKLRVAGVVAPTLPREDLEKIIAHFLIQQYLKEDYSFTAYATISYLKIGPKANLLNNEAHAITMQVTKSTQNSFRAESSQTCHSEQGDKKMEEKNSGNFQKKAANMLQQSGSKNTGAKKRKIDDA
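50 nM RECQ1T1 preincubated 15 min with compound in Tris pH 8.0 buffer with MgCl2, DTT, Tween-20 and 2.5 ug/ml poly(dI-dC); started with 200 nM TAMRA/BHQ-2 forked duplex and 2 mM ATP. Unwinding read as fluorescence (525/598 nm), two reads 2 h apart.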
The depositor's hits bear a star; i = inactive; ? = inconclusive; / = not tested or not shown; & = joins results of further samples; [ ] = remark or other dose. Unless noted, calls follow the shape of the dose curve; as a rule, active = well fitted curve in the direction sought with a large enough effect; inconclusive = small, poorly fitted or top-dose-only effect, or another doubt; inactive = no such curve, though single readings can be large; an effect the other way counts as inactive or inconclusive. Potency is read from the fitted curve at half-maximal effect.

SMILES	ALDH1A1 inh	TR SRC2 fluor cs	JMJD2E inh	TRb SRC2 PPI	RGS12 GoLoco inh	LMNA splice mod	SMN2 splice enh	RECQ1 helicase
CCC(=O)N(CCc1ccc(OC)c(OC)c1)Cc1cc2ccc(C)cc2n2nnnc12	1%	3%	8%	1%	-19%	4%[46 µM]	-11%	i
Cc1cc2cc3c(C)cc(=O)oc3c(C)c2o1	-15%[20.9 µM]	0%	?	-9%	0%	3%	1%	-6%
CCC1CCCCN1Cc1nc2c(c(=O)n(C)c(=O)n2C)n1CCCc1ccccc1 (configuration not stated)	?	1%	5%	-6%	8%	-3%	-23%	-15%
Cn1nc(C(=O)Nc2nc3ccccc3[nH]2)c2ccccc2c1=O	-4%	2%	-6%	5%	20%	-19%	14%	?
COCCN1Cc2cccc(C(=O)Nc3ccccc3OC)c2C1=O	-1%	-4%	17%	1%	3%	-6%	19%	-5%
C=C(C)[C@H]1CC=C(CO)CC1	?	2%	/	-1%	-5%	/	/	-5%
COc1ccc(-c2nc(SCC(=O)NCc3ccco3)c(-c3ccccc3)[nH]2)cc1OC	-15%	-1%	-15%	2%	-4%	-18%	-7%	-10%
Cc1ccc(CSC2=Nc3ccccc3C3=NC(CCC(=O)NCc4ccco4)C(=O)N23)cc1 (configuration not stated)	?	-1%	?	-5%	3%	10%	-7%	-13%
CN(C)S(=O)(=O)c1ccc(C(=O)NC2CCCc3ccccc32)cc1 (configuration not stated)	20µM*	1%	6%	-13%	-29%	/	-15%	0%
COc1ccccc1-n1cnnc1SCc1csc(-c2ccccc2)n1	?	-2%	-1%	-13%	10%	-19%	-8%	i
CCCCCCC(=O)N(O)C1CC(=O)N(Cc2ccccc2)C1=O (configuration not stated)	3.5µM*	-1%	?	1%	-15%	?	-15%	-3%
COC(=O)c1ccc(/C=N/Nc2nc(C)c(C)s2)cc1	?	-4%	?	-2%	-6%	/	/	i
COc1cc(CNC2CCCCC2OC)cc(OC)c1 (configuration not stated)	-4%	0%	?	10%	1%	?	7%	-3%
O=C(O)COc1ccccc1/C=N/NC(=O)CSc1nc2ccccc2n1Cc1ccccc1	/	-1%	1%	-3%	5%	/	/	3%
Cc1ccccc1OCC(=O)N/N=C/c1ccc(N(C)C)cc1	?	-3%	?	5%	-9%	12%[46 µM]	10%	-5%
COc1cc(C2Nc3ccccc3C(=O)N2c2ccccc2)ccc1O (configuration not stated)	?	-2%	?	0%	16%	?	13%	-12%
Cn1cnnc1SC1CCCCC1NS(=O)(=O)c1ccc(Cl)cc1 (configuration not stated)	13µM*	0%	-6%	-3%	-14%	-18%	6%	12%
COc1ccc2c(c1)[nH]c1c(N3CCN(Cc4ccc5c(c4)OCO5)CC3)ncnc12	-6%	?	?	?	14%	12%	-69%[inhibitor]	-15%
COc1ccc(NC(=S)NCCCN2CCOCC2)cc1	/	0%	-1%	4%	5%	/	/	-2%
COc1ccc(OC)c(NC(=O)C2=C(C)NC(=O)NC2c2cccs2)c1 (configuration not stated)	10%	-2%	-4%	-3%	15%	-1%[9.22 µM]	-5%	6%
CCOC(=O)CSc1nc(N)nc(C)c1Br	?	-2%	-7%	-11%	7%	-10%	-3%	-9%
O=C(O)C1C2C=CC(C2)C1C(=O)N1CCN(C/C=C/c2ccccc2)CC1 (configuration not stated)	2%	-1%	0%	4%	4%	-4%	12%	-1%
OCCNc1nc2nonc2nc1NCCO	15%	-2%	-13%	2%	1%	2%[46 µM]	11%	i
CCN(CC(=O)Nc1ccc(NC(C)=O)cc1)CC(=O)Nc1ccccc1C(=O)c1ccccc1	-5%	-1%	-11%	-9%	1%	13%[46 µM]	11%	0%
O=c1c2cc(-c3ccccc3)sc2nc2n1N=C(c1ccccc1)CS2	/	2%	-1%	-8%	163%[activator]	/	/	2%

Looked up one by one from the entries so far:
SMILES	ALDH1A1 inh	TR SRC2 fluor cs	JMJD2E inh	TRb SRC2 PPI	RGS12 GoLoco inh	LMNA splice mod	SMN2 splice enh	RECQ1 helicase
Cc1cc2cc3c(C)cc(=O)oc3c(C)c2o1	-15%[20.9 µM]	0%	?	-9%	0%	3%	1%	-6%
COc1cc(CNC2CCCCC2OC)cc(OC)c1 (configuration not stated)	-4%	0%	?	10%	1%	?	7%	-3%
Cn1nc(C(=O)Nc2nc3ccccc3[nH]2)c2ccccc2c1=O	-4%	2%	-6%	5%	20%	-19%	14%	?

A second format for 3 compounds above.
Cc1ccc(CSC2=Nc3ccccc3C3=NC(CCC(=O)NCc4ccco4)C(=O)N23)cc1 (configuration not stated)
  ALDH1A1 inh: ?
  TR SRC2 fluor cs: -1%
  JMJD2E inh: ?
  TRb SRC2 PPI: -5%
  RGS12 GoLoco inh: 3%
  LMNA splice mod: 10%
  SMN2 splice enh: -7%
  RECQ1 helicase: -13%
CCN(CC(=O)Nc1ccc(NC(C)=O)cc1)CC(=O)Nc1ccccc1C(=O)c1ccccc1
  ALDH1A1 inh: -5%
  TR SRC2 fluor cs: -1%
  JMJD2E inh: -11%
  TRb SRC2 PPI: -9%
  RGS12 GoLoco inh: 1%
  LMNA splice mod: 13%[46 µM]
  SMN2 splice enh: 11%
  RECQ1 helicase: 0%
COc1ccc(-c2nc(SCC(=O)NCc3ccco3)c(-c3ccccc3)[nH]2)cc1OC
  ALDH1A1 inh: -15%
  TR SRC2 fluor cs: -1%
  JMJD2E inh: -15%
  TRb SRC2 PPI: 2%
  RGS12 GoLoco inh: -4%
  LMNA splice mod: -18%
  SMN2 splice enh: -7%
  RECQ1 helicase: -10%

(cont.)
SMILES	ALDH1A1 inh	TR SRC2 fluor cs	JMJD2E inh	TRb SRC2 PPI	RGS12 GoLoco inh	LMNA splice mod	SMN2 splice enh	RECQ1 helicase
O=S(=O)(c1cccc2nonc12)N1CCCCCC1	8%	-3%	3%	-6%	0%	/	/	-12%
Cc1cc(C)c2nc(-c3ccccn3)cc(C(=O)NCCc3ccc(S(N)(=O)=O)cc3)c2c1	?	-3%	?	-4%	9%	/	/	-2%
CC(C)(C)[C@H]1C=C(C(=O)N2CCN(Cc3ccc4c(c3)OCO4)CC2)O[C@@H](OCCCCO)C1	?	-2%	0%	-3%	-1%	/	/	i
CCc1nc(SCC(=O)NCCc2ccc(OC)c(OC)c2)c2c(=O)n(C)c(=O)n(C)c2n1	2%	0%	14%	2%	3%	-7%	-14%	-2%
COCCCNC(=O)COc1ccc(S(=O)(=O)NCc2ccccc2)cc1Cl	9%	-1%	11%	4%	1%	-1%	8%	i
NC(=S)NCCC[C@H](N)C(=O)O	?	-2%	/	-2%	-7%	/	-2%	i
COC(=O)c1ccc(OC)c(CSc2nnc(COc3ccc(Cl)cc3)o2)c1	2%	3%	-7%	-2%	7%	?	-26%	-11%
CN=c1c([N+](=O)[O-])nn(-c2ccc3c(c2)OCCO3)n1O	-8%	-2%	-6%	-13%	-16%	/	-10%	i
CN(C)c1cc(NC(=O)CN2CCCC2)c2ccccc2n1	/	-5%	?	-6%	6%	/	/	-3%
CC(C)C(=O)N=C1NC(=O)CS1	0%	-1%	5%	3%	0%	-7%	25%	i
CCC(=O)NC(=S)Nc1ccc(-c2nc3ccccc3s2)cc1	0%	0%	-11%	9%	2%	5%	5µM*	-2%
COCCCNC(=O)Cn1nc(-c2ccccc2OC)ccc1=O	9%	-3%	-7%	-1%	-7%	-4%	2%	i
COc1ccc(C(c2nnnn2CCc2ccccc2)N2CCN(C)CC2)cc1OC (configuration not stated)	10%	-1%	9%	-11%	0%	-2%	7%	-7%
O=C(O)c1ccc(NC(=O)c2cn(-c3ccccc3)nc2-c2ccc(Br)cc2)cc1	2%	0%&-8%	-6%	-1%&8%	8%	?	6%&10%	-1%
O=C1CCc2cc(S(=O)(=O)NCCCC(=O)N3CCN(Cc4ccc5c(c4)OCO5)CC3)ccc2N1	-6%	-6%	3%	5%	15%	/	/	-2%
CCc1ccc(-n2c(=O)c3ccccc3n(CC(=O)C(C)(C)C)c2=O)cc1	5%	-2%	-1%	8%	-4%	-4%[46 µM]	2%	-1%
CCOC(=O)/C(C#N)=C/C1=C(N2CCCC2)CC(C)(CC)OC1 (configuration not stated)	?	-2%	-1%	2%	-21%	8%	6%	-4%
O=c1c(=O)n(O)c2ccccc2n1O	2%	1%	?	-4%	8%	-3%	12%	i
O=C(COC(=O)c1ccc(Cl)nc1)NCc1ccco1	7%	0%	-12%	-5%	-2%	-4%[46 µM]	/	0%
CCCCn1c(N)c(N(CC(C)C)C(=O)CN(C)Cc2cccc(OC)c2)c(=O)[nH]c1=O	-4%	-1%	-7%	0%	14%	3%	11%	0%
O=C(/C=C/NCc1ccc(F)cc1)c1ccccc1	5%	0%[53 µM]	4%	-1%[53 µM]	-4%	-4%	-4%	-5%
COc1ccc(/C=C/C(=O)OCC(=O)Nc2ccc(Cl)c(S(=O)(=O)N(C)C)c2)cc1OC	?	2%	1%	0%	15%	-4%	-1%	3%
COc1ccc(CC2SC(=Nc3ccc(F)cc3)NC2=O)cc1 (configuration not stated)	-1%	-1%	1%	-4%	-4%	/	-22%	-3%
O=c1[nH]nc(Cc2ccccn2)c2ccccc12	12%	-6%	3%	-3%	0%	2%	7%	-1%
N[C@@H](COP(=O)(O)O)C(=O)O	4%&-1%	-13%&-1%&1%	2%	?	8%&1%&-1%	-10%	-9%&5%	-11%&-9%

Some of the compounds tested; the hit share may differ from the screen's.
